C2C12 statin: protects C2C12 myotubes from simvastatin toxicity; ATP luminescence, 48 h; scaled: DMSO 0, geranylgeraniol control 100; AID 602340; hit rate 0.78% among 330,000; rescue of ATP level, % at 7.49 µM;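 active means mean ATP rescue above about 67%, or every replicate alone reaching that limit, limit read from the data, passing the limit was not always enough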;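 further: myotubes were challenged with 10 µM simvastatin during compound exposure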
PglD inh: blocks C. jejuni PglD acetyltransferase activity | purified PglD enzyme, DTNB colorimetric CoA detection | inhibition, % at 12.5 µM | hit rate 0.098% among 360,000; in the data active means inhibition above about 16%, passing the limit was not always enough; further: strong numbers were not always called active
INS-1E GSIS act: primary screen for activators of insulin secretion dependent on glucose, INS-1E cells, GLuc reporter luminescence; AID 743287; activation, % at 16.6 µM; INS-1E GLuc reporter insulin secretion, 2-3 h; hit rate 0.61% among 370,000;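 active means lowest replicate activation of at least 40%, so every replicate reaches that level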;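 further: 0% = median of neutral control wells and 100% = median of IBMX positive control wells; some compounds called inactive have numbers as strong as hits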
PAX8 inh HTS: lowers PAX8-driven luciferase in RMG-I cells. RMG-I TPO-luciferase reporter, SteadyGlo, 24 h. inhibition, % at 12.6 µM. hit rate 1.2% among 360,000;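 active means mean replicate inhibition at least 60% with every replicate also reaching 60%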;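 further: luciferase light reporting Pax8 driven TPO promoter activity; plate controls were median of neutral control wells for no effect and mitoxantrone controls for full effect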
LGR2 inh: Drosophila LGR2 receptor signaling inhibition; AID 720647; hit rate 0.35% among 380,000; HEK293 LGR2, CRE-luciferase, bursicon-stimulated, 4 h; inhibition, % at 9.99 µM;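 active means drop in luminescence signal, shown as inhibition above about 50% in the replicate tests, limit read from the data, passing the limit was not always enough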;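 further: agonist challenge used bursicon conditioned medium at about half maximal strength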
PGC1a acetyl inh: lowers PGC1a acetylation signal in U2OS cells; AlphaScreen anti-acetyl-lysine; with virally co-expressed GCN5 acetyltransferase; hit rate 0.17% among 350,000; inhibition, % at 15.6 µM; AID 651687;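 active means every replicate shows inhibition of at least 40%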;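 further: 0% = neutral control wells and 100% = positive control wells; some results beyond the cut were filed as inactive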
Cneo AK release: Cryptococcus neoformans lysis via adenylate kinase release | C. neoformans lysis, adenylate kinase release luminescence, 4 h; normalised: neutral wells 0, clomiphene wells 100 | lysis activity, % at 15 µM | hit rate 0.2% among 360,000;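 active means mean lysis activity across replicates of at least 80%, whatever share of replicates individually reach that level; inactive means mean lysis activity below 80%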
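Material – Cryptococcus neoformans yeast cells · Quantity – 5 × 10^6 yeast cells/mL · Buffer or medium – YPD medium · Compound – single dose · Timing – 4 h static compound exposure, 37 °C, read 1 h post-reagent · Signal – adenylate kinase release luminescence · Read-out basis – lysis from increased AK signal · Benchmarks – Clomiphene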
ARNT TACC3 PPI: disrupts binding between human ARNT and TACC3. AID 623870. Q9Y6A5. inhibition, % at 9.99 µM. hit rate 0.66% among 390,000. AlphaScreen His-ARNT PAS-B/GST-TACC3 binding, luminescence; TACC3 fragment carries E629A point mutation;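 active means mean inhibition of replicates at least 50% and at least half of replicates each reaching 50%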;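 further: 0% = complete ARNT plus TACC3 wells and 100% = ARNT alone without TACC3; many hits fall short of the cut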
An asterisk follows results filed as active; nt = not tested or not shown. An unsorted share of the library; any-hit rate near 2.9%.

Fields – C2C12 statin, PglD inh, INS-1E GSIS act, PAX8 inh HTS, LGR2 inh, PGC1a acetyl inh, Cneo AK release, ARNT TACC3 PPI
O=C(COc1c(Cl)cc(Cl)cc1Cl)c1ccc(Cl)cc1
→ 8, 3, 11, 18, -15, 2, -7, -4
COc1ccccc1CN1CCNC(=O)C1CC(=O)NCCCn1cccn1 (configuration not stated)
→ nt, nt, 4, 11, 4, 9, nt, -8
COC(=O)c1c(C#N)c(N)nc2c1CCC2
→ nt, -1, nt, nt, nt, 5, 7, -8
Cc1cccc(Cc2nnc(CCC(=O)N3CCCCC3c3nccs3)o2)c1 (configuration not stated)
→ nt, nt, 6, -19, 7, 14, nt, -6
CC(=O)c1cn(CCOc2ccc(F)cc2)c2ccccc12
→ 11, -2, -36, 4, 2, 2, 0, -5
COc1ccc(CN2C[C@@H](O)COC[C@@H]3O[C@@H](CC(=O)N(C)C)CC[C@H]32)cc1
→ 6, -2, 12, -20, -9, 0, 3, -2
O=C(c1cc2ccccc2cc1O)N1CCN(c2cccc(Cl)c2)CC1
→ nt, nt, -8, 14, -13, nt, nt, -10
COc1cccc(-c2nnn(CC(=O)O)n2)c1
→ nt, nt, 76*, nt, 0, 7, nt, 7
O=C(NCCCN1CCCC1=O)c1ccc([N+](=O)[O-])s1
→ nt, 0, 6, 18, -4, nt, 3, -8
CC(C)Oc1cc(F)ccc1-c1cc(C(=O)NCc2cccs2)[nH]n1
→ -7, -4, -14, -7, 5, -4, 1, nt
CCOC(=O)C1CCN(C(=O)c2cccc(S(=O)(=O)N3CCCc4ccccc43)c2)CC1
→ 7, 2, -20, 9, 11, 7, 0, -2
CNC(=O)C[C@H]1CC[C@@H]2[C@H](COc3ccc(NC(=O)Nc4ccccc4OC)cc3C(=O)N2C)O1
→ 8, -1, 23, -3, 14, 4, -7, 2
Nc1nc(SCc2ccc3c(c2)OCO3)n[nH]1
→ nt, 1, nt, nt, nt, 4, 1, 1
COc1ccc(Cn2c(O)cc(=O)[nH]c2=O)cc1
→ -4, 7, -15, nt, 1, nt, -2, 0
O=C(Nc1cccc(F)c1)N1CC(=O)N2[C@H](CO)[C@H](c3ccc(C#CCC4CCCC4)cc3)[C@@H]2C1
→ nt, nt, -14, 18, 7, -17, nt, nt
CN(C(=O)c1cccc(NC(=O)Cc2ccc([N+](=O)[O-])cc2)c1)C1CCCC1
→ 3, 3, -17, 18, 2, nt, 3, -6
COc1ccc(-c2cc(C(=O)N(C)Cc3cccc(OC)c3OC)c3ccccc3n2)cc1OC
→ 7, 0, 36, 21, -7, -2, -3, -4
CC(Sc1nc(-c2ccccc2)cc(C(F)(F)F)n1)C(=O)NCc1ccco1 (configuration not stated)
→ nt, 1, nt, nt, nt, -5, 1, -6
CCCN(CCC)C(=O)C1CC(=O)OC12CCCCC2 (configuration not stated)
→ nt, nt, -13, 15, 20, -2, nt, 4
COc1ccc(CN(CC(=O)NCc2ccco2)C(=O)CNS(=O)(=O)c2ccc(C)cc2)cc1
→ -4, 1, -1, -5, -2, -6, 4, -1
Cc1cc(S(=O)(=O)NCc2ccccc2)ccc1OCC(=O)N1CCCC1
→ -9, 9, 19, 6, 6, nt, -4, -9
Cc1ccc(S(=O)(=O)N2C[C@@H]3[C@H]4CC[C@H](C4)[C@@H]3[C@@H](C)[C@@H]2c2cn(Cc3ccccc3)c3ncccc23)cc1
→ 0, -1, 18, -8, 12, nt, 0, 32
COc1ccc(NC(=O)N(C)C[C@@H]2Oc3ccc(NS(=O)(=O)c4ccc(Cl)cc4)cc3C(=O)N([C@H](C)CO)C[C@@H]2C)cc1
→ nt, 4, -14, nt, 18, -9, 60, 6
C=CCC(C(=O)OC)(C(=O)OC)c1ccc(C(F)(F)F)cc1[N+](=O)[O-]
→ nt, nt, -13, 2, 3, -11, nt, -5
CCC(C)C(=O)Nc1nc2ccc(OC)cc2s1 (configuration not stated)
→ nt, 2, -13, -176, -77, 0, -2, -7
CC1(C(=O)NS(=O)(=O)c2cccc(C#N)c2)CCN1C(=O)C1(c2ccc(Cl)cc2)CCC1 (configuration not stated)
→ 20, 1, -2, 8, -1, 28, 2, nt
COc1ccc(NC(=O)N(C)C[C@H]2Oc3ccc(NC(=O)CCC(F)(F)F)cc3C(=O)N([C@H](C)CO)C[C@H]2C)cc1
→ 29, 0, 10, -5, -11, 1, 47, -4
COc1cc(C(=O)OCCCc2cc3ccccc3c(=O)o2)cc(OC)c1OC
→ -9, -1, -4, -7, -6, nt, -2, -1
Cc1cc(C(=O)Nc2ccc(C)c(C)c2)n(-c2ccccc2)n1
→ 11, -4, nt, -2, -9, -11, 1, -7
CC(C)NC(=O)Nc1cccc2c1O[C@H](CN(C)Cc1ccc(C(=O)Nc3ccccc3N)cc1)[C@H](C)CN([C@@H](C)CO)C2=O
→ nt, nt, 9, 24, 9, -1, nt, nt

The final 2 records of the part above come first, to join the parts.
Fields – C2C12 statin, PglD inh, INS-1E GSIS act, PAX8 inh HTS, LGR2 inh, PGC1a acetyl inh, Cneo AK release, ARNT TACC3 PPI
Cc1cc(C(=O)Nc2ccc(C)c(C)c2)n(-c2ccccc2)n1
→ 11, -4, nt, -2, -9, -11, 1, -7
CC(C)NC(=O)Nc1cccc2c1O[C@H](CN(C)Cc1ccc(C(=O)Nc3ccccc3N)cc1)[C@H](C)CN([C@@H](C)CO)C2=O
→ nt, nt, 9, 24, 9, -1, nt, nt
CCOc1ccc(NC(=O)CN(C)CC(=O)Nc2cc(Cl)ccc2C#N)cc1OCC
→ nt, -10, nt, 12, nt, -14, -2, 6
COc1ccc(Cl)cc1N(C(=O)c1ccco1)C(C(=O)NC1CCCC1)c1ccco1 (configuration not stated)
→ -5, nt, -5, 2, 5, nt, nt, 6
Cc1nnc(NC(=O)c2ccc(F)c(S(=O)(=O)N3CCCCC3)c2)s1
→ 3, -1, 2, -50, -4, -9, 1, -3
Cc1c(Br)ccc(NC(=O)CCN2C(=O)C3C4CCC(C4)C3C2=O)c1C (configuration not stated)
→ -50, -1, nt, -5, nt, -11, 6, -26
C[C@H](CO)N1C[C@H](C)[C@H](CN(C)C(=O)[C@H](C)c2ccccc2)OCc2ccccc2-c2ccccc2C1=O
→ -7, nt, 4, -5, -25, 4, nt, nt
O=C(C[C@H]1CC[C@@H]2[C@H](COC[C@H](O)CN2C(=O)c2cnccn2)O1)NCc1ccccc1
→ 5, 0, 3, 0, -18, -3, 0, -4
Nc1ncc([N+](=O)[O-])cc1Br
→ nt, 0, 3, -4, 14, 13, 0, 0
CCC(=O)N(CCC(c1ccc(C)cc1)c1ccco1)Cc1ccco1 (configuration not stated)
→ -13, -2, -6, -24, 9, 0, 3, nt
Cc1ccc2nc(SCC(=O)Nc3ncccn3)[nH]c2c1
→ nt, nt, 7, -11, -42, 6, nt, 5
CCOC(=O)C(C)/C(C)=N/NC(N)=S (configuration not stated)
→ -17, -2, 15, 14, -4, 2, -1, 18
C[C@@H]1CCCCO[C@H](CN(C)C(=O)C2CCCCC2)[C@H](C)CN([C@H](C)CO)C(=O)c2cc(NC(=O)Nc3ccccc3)ccc2O1
→ nt, 0, nt, -1, nt, 5, 1, 5
O=C(Cc1ccccc1F)Nc1ccc(S(=O)(=O)N2CCCCC2)cc1
→ -12, -1, 9, -2, 0, -6, 5, 1
Fc1ccccc1Cn1nnc2c(-n3ccnc3)ncnc21
→ 4, 0, nt, -6, nt, 17, 1, -5
Cc1ccc(-c2nn(-c3ccccc3)cc2/C=C/C(=O)OCC(=O)NC2CC2)o1
→ nt, nt, -1, 1, 43, -12, nt, -2
CC(C)(CO)NC(=O)C(c1ccccc1)c1ccccc1
→ 4, 3, nt, nt, nt, nt, -2, -9
CC(C)Oc1ccc(/C=N/NC(=O)C(CSCc2ccccc2)NC(=O)c2ccc([N+](=O)[O-])cc2)cc1 (configuration not stated)
→ 32, -5, nt, nt, nt, 1, 2, -11
C/C(=N\OC(=O)c1ccc(F)cc1)c1ccc(F)c(F)c1
→ nt, -5, 11, -35, nt, -5, -10, nt
CN(C)C(=O)[C@@H]1[C@@H](CO)[C@@H]2Cn3c(ccc(-c4ccccc4)c3=O)[C@H]1N2C(=O)C1CCC1
→ 5, 0, 3, nt, -20, nt, -1, -4
C[C@@H]1CCCN1[C@@H]1CS(=O)(=O)N[C@H]1COCc1ccccc1
→ 2, -3, 2, -2, 9, 4, 3, nt
CC(C)N(C(=O)CSc1nnc(NC(=O)c2ccco2)s1)C(C)C
→ nt, nt, 1, 13, -17, -5, nt, 0
Cc1cc(-c2ccccc2)nc(N/N=C/c2ccc(O)cc2O)n1
→ -13, 3, -8, 20, 8, nt, -5, 8
OC(COCc1ccccc1)CN1CCN(Cc2ccc3c(c2)OCO3)CC1 (configuration not stated)
→ nt, 2, 11, 4, 16, nt, 1, -34
COc1ccc(S(=O)(=O)N2CCCCC2)cc1NC(=O)COC(=O)c1ccco1
→ -9, 4, nt, 6, nt, -3, 5, 3
CC(C)(C)NC(=O)c1cccc(NC(=O)Cc2cccs2)c1
→ nt, nt, 10, -9, -9, nt, nt, -1
O=c1c2ccccc2ncn1-c1ccc([N+](=O)[O-])cc1Cl
→ 4, 5, -1, 13, 2, 15, 2, -2
CCN(CC)S(=O)(=O)c1ccc(OC)c(NC(=O)c2cc([N+](=O)[O-])ccc2N2CCOCC2)c1
→ 5, -4, nt, -3, -11, -5, 3, nt
O=C(NCCN1CCOCC1)c1cccc(S(=O)(=O)N2CCCCC2)c1
→ nt, 4, 7, 8, -2, -2, -1, -8
Cc1ccc(CS(=O)(=O)c2ncn[nH]2)cc1
→ -3, 1, 9, -1, nt, 3, 1, -10
C[C@@H]1CN([C@@H](C)CO)C(=O)c2cc(NC(=O)Nc3ccccc3)ccc2O[C@H]1CN(C)Cc1ccc2c(c1)OCO2
→ -23, 2, -4, -9, 2, -9, 3, 0
O=C(c1cccc(F)c1)N1CCc2ccccc2C1
→ nt, -5, nt, nt, nt, -5, -2, 2
C[C@]1(O)CC(=O)C=C[C@H]1Nc1ccccc1
→ 29, 1, -1, 36, 12, nt, 1, 21
Cc1cc(=O)n2nc(N3CCC(C(=O)NC4CCCc5ccccc54)CC3)sc2n1 (configuration not stated)
→ 11, 2, nt, nt, nt, -4, 3, 10
CC(C)c1ccc(/C=N/NC(=O)CC(=O)NCc2ccccc2)cc1
→ nt, nt, 10, 2, -6, nt, nt, -3
CCOC(=O)C1CCCN(C(=O)c2cc3c(=O)n(C)c4ccccc4c3n2C)C1 (configuration not stated)
→ -4, 3, 13, 0, -3, 5, 4, 9
CC(CC(=O)NC1CCSC1=O)c1ccccc1 (configuration not stated)
→ 33, -1, nt, nt, nt, 4, -2, 1
CCCN(C)C[C@@H]1OCCCC[C@@H](C)Oc2ccc(NC(=O)CCC(F)(F)F)cc2C(=O)N([C@@H](C)CO)C[C@@H]1C
→ -5, -1, -1, -5, 28, -13, -6, -1
CCNc1nc2cccnc2s1
→ -9, -5, nt, 22, nt, 4, -1, -2

Screens from PubChem.
